# Salmonella PhoP GFP = PhoP regulon inhibitors, Salmonella typhi PhoP promoter GFP reporter, confirmatory (AID 1850); Salmonella Typhi PhoP-promoter GFP reporter, fluorescence, 4 h; higher % means a stronger effect; one-dose inhibition, % at 50 µM; IC50 in µM for titrated hits; 310,000 tested, 0.33% active; in the data active means a potency from the dose series; inconclusive means inhibition mostly from about 25% at the one dose, without a potency; inactive means the rest, 99 in 100 with inhibition below about 19%;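 further: 0% = induced wells with vehicle and 100% = uninduced wells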
# influenza NS1A = H1N1 influenza NS1A inhibitors, functional cell based assay (AID 504329) | NS1A functional cell-based assay, percent inhibition; higher % means a stronger effect | inhibition, % at 12.5 µM; hits with a dose series show IC50 in µM | 340,000 tested, 0.3% active; in the data active means a potency from the dose series; inconclusive means inhibition above about 27% without an active follow-up result; further: strong numbers were not always called active
# M. tuberculosis = growth inhibition of non-replicating M. tuberculosis (AID 488890) | Mycobacterium tuberculosis non-replicating, growth inhibition; higher % means a stronger effect | one-dose inhibition, % at 25 µM; IC50 in µM for titrated hits | 320,000 tested, 0.39% active; in the data active means a potency from the dose series; inconclusive means inhibition mostly from about 82% at the one dose, without a potency; inactive means the rest, 99 in 100 with inhibition below about 76%;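 further: plate controls were DMSO cells for no effect and high antibiotic wells for full effect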
# H37Rv inhibition = M. tuberculosis growth inhibition, HTS (AID 449762) | 330,000 tested, 0.59% active | M. tuberculosis H37Rv growth inhibition, 7H9 media; higher % means a stronger effect | inhibition, % at 25 µM, or IC50 in µM where a hit was titrated; in the data active means a potency from the dose series; inconclusive means inhibition above about 70% without an active follow-up result;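 further: bacterial growth assessed after seven days of incubation; strong numbers were not always called active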
# VEEV TC-83 Vero = inhibitors of VEEV TC-83 cytopathic effect, confirmation, Vero cells (AID 588727); Vero cells, VEEV TC-83 cytopathic effect inhibition; higher % means a stronger effect; inhibition, % at 20 µM; hits with a dose series show IC50 in µM; 350,000 tested, 0.13% active; in the data active means a potency from the dose series; inconclusive means inhibition mostly from about 14% at the one dose, without a potency; inactive means the rest, 99 in 100 with inhibition below about 12%; further: strong numbers were not always called active
# VEEV TC-83 Vero 10K pilot screen = further read-out of VEEV TC-83 Vero, marked with its call; inhibition, %; measured here: 10K pilot screen inhibition
# Starred values were filed as active, the others as inactive; i = inactive; ? = inconclusive; · = no result given.
# Start of the listing, in advance (2 entries):
SMILES,Salmonella PhoP GFP,influenza NS1A,M. tuberculosis,H37Rv inhibition,VEEV TC-83 Vero,others
C[C@@H]1COC(=O)[C@@H](Cc2ccc(F)cc2)C/C=C\C[C@@H](CC(=O)N(CCO)Cc2ccccc2)C(=O)N1,·,1.3%,36.1%,2.6%,0.2%,
O=C(CSc1nc(-c2cccs2)cc(C(F)(F)F)n1)NCc1ccco1,-3.7%,-1.0%,5.4%,-1.4%,i,

# The list itself (from the top)
SMILES,Salmonella PhoP GFP,influenza NS1A,M. tuberculosis,H37Rv inhibition,VEEV TC-83 Vero,others
C[C@@H]1COC(=O)[C@@H](Cc2ccc(F)cc2)C/C=C\C[C@@H](CC(=O)N(CCO)Cc2ccccc2)C(=O)N1,·,1.3%,36.1%,2.6%,0.2%,
O=C(CSc1nc(-c2cccs2)cc(C(F)(F)F)n1)NCc1ccco1,-3.7%,-1.0%,5.4%,-1.4%,i,
O=c1c(Oc2ccccc2)coc2cc(O)cc(O)c12,-0.8%,-26.8%,4.9%,-6.6%,0.7%,
CCOC(=O)C1CCCN(C(=O)C2CC(=O)N(c3ccc(C)cc3)C2)C1 (centres undefined),-6.2%,-1.7%,4.9%,-1.1%,1.2%,
COc1cc([N+](=O)[O-])cc(/C=N/NC(=O)c2cc(C)nc3ccccc23)c1O,21.1%,-7.9%,57.4%,1.4%,3.5%,
Cc1ccc(NC(=O)c2ccccc2)cc1C,3.0%,-3.7%,78.0%,6.3%,1.3%,
CCCc1ccc(OCc2nc(-c3ccc(NC(=O)c4cccs4)cc3)no2)cc1,1.1%,4.2%,?,13.3%,0.8%,
COc1ccc(NC(=O)c2oc3ccc(S(=O)(=O)N4CCOCC4)cc3c2C)cc1,-6.5%,6.2%,58.2%,0.68µM*,10.1%,
CC(C)CC(=O)Nc1ccc(C(=O)NNC(=O)C(c2ccccc2)c2ccccc2)cc1,4.8%,-3.9%,1.5%,-2.5%,i,
O=C(NC1CCCCCC1)c1ccc(N2CCCC2=O)cc1,4.3%,8.5%,6.3%,9.1%,3.3%,
Cc1c(Cl)cnc(NC(=O)CSc2n[nH]c(N)n2)c1Cl,·,-3.8%,3.7%,-8.0%,1.4%,
COc1cccc(C(=O)O/N=C(\N)CS(=O)(=O)c2ccccc2)c1,-4.5%,-8.3%,-5.5%,-11.1%,3.1%,
CC(=O)NCCC(=O)N1CCCC(N2CCN(c3cccc(Cl)c3)CC2)C1 (centres undefined),2.2%,-7.0%,-5.3%,-1.3%,i,
CSc1ccc(/C=N\NC(=O)COc2ccc(Cl)cc2Br)cc1,-1.2%,0.9%,15.0%,11.8%,5.3%,
Nc1nnnn1/N=C/c1ccc(Cl)cc1,7.7%,-18.7%,-8.3%,-2.6%,0.8%,
CCN(CC)C(=O)CSc1nnc(NC(=O)CCc2ccccc2)s1,3.4%,-4.6%,11.3%,-1.9%,0.2%,
COc1cccc(NC(=O)C(=O)N/N=C(\C)CC(=O)Nc2ccc(NC(C)=O)cc2)c1,5.1%,-3.5%,-2.5%,11.6%,1.8%,
COc1ccc(C(=O)NCCCN2CCOCC2)cc1Br,-0.5%,1.5%,12.6%,-2.1%,i,
Cc1ccc(NC(=O)CSc2nnc(-c3ccccn3)n2N)c(Br)c1,3.5%,·,32.5%,-1.3%,i,
CCc1ccc(NC(=O)CSc2nnc(-c3cccs3)n2CC)cc1,-6.9%,0.7%,33.0%,59.4%,0.3%,
Cc1cc(Oc2ccccc2F)nc(NCc2ccccc2)n1,·,-4.8%,·,·,0.8%,
Cc1ccc(C(=O)NCC(=O)Nc2ccccc2C(F)(F)F)cc1,0.3%,-6.2%,-4.4%,0.4%,0.9%,
Cc1ccccc1-n1c(C)nnc1SCC(=O)N1CCc2ccccc2C1,-1.7%,-7.6%,28.1%,·,0.1%,
O=C(O)c1ccc(/C=N/NC(=O)c2cc3c(ccc4ccccc43)o2)cc1,-9.7%,-1.2%,19.2%,4.8%,8.0%,
CCOc1ccc(NC(=O)c2ccc(N)cc2)cc1,25.2%,-1.9%,13.7%,2.8%,0.4%,
O=C(Cn1cnc([N+](=O)[O-])c1)NCCc1ccccc1,2.6%,-11.3%,-1.3%,-2.4%,i,
CCCN1C(=O)/C(=C/c2c(N3CCNC(=O)C3CC(=O)OCC)nc3c(C)cccn3c2=O)SC1=S (centres undefined),-26.7%,16.3%,33.2%,1.9%,?,
CCn1nc(C)c(NC(=O)/C=C/c2ccc(OC)c(COc3ccc(Br)cc3)c2)c1C,0.6%,2.6%,30.6%,-9.1%,2.8%,
CN(CC(=O)Nc1ccccc1C(F)(F)F)C(=O)c1cc([N+](=O)[O-])ccc1N1CCOCC1,-5.2%,-9.9%,-7.3%,-1.2%,2.4%,
CCc1ccc(N2CC(C(=O)Nc3ccc(S(=O)(=O)N4CCOCC4)cc3)CC2=O)cc1 (centres undefined),-3.1%,0.9%,-5.1%,5.0%,4.2%,
Cc1ccc(S(=O)(=O)CCC(=O)Nc2nc(-c3cccnc3)cs2)cc1,-3.8%,-6.4%,3.4%,3.6%,1.8%,
CCOc1ccccc1C1NC(=O)NC(C)=C1C(=O)OCc1ccco1 (centres undefined),-5.7%,4.8%,1.9%,-5.8%,0.3%,
Cc1ccccc1C1c2[nH]c3ccccc3c2C[C@H]2C(=O)N(C3CC3)CC(=O)N12 (some centres undefined),6.7%,-0.5%,28.6%,-7.9%,0.6%,
CCOC(=O)c1[nH]c(C)c(/C=N/O)c1C,8.2%,-19.2%,-1.6%,28.7%,4.8%,
C=CCn1c(=S)[nH]c2scc(-c3ccco3)c2c1=O,-18.0%,-14.6%,-4.1%,-3.9%,1.5%,
Cc1ccc(C2CC2/C(=N/O)c2ccc(F)cc2)cc1 (centres undefined),-2.9%,-24.1%,76.2%,-1.2%,3.0%,
O=C(OCc1ccccc1F)c1cc([N+](=O)[O-])ccc1N1CCOCC1,-6.8%,12.7%,15.1%,33.0%,2.8%,
Cc1ccc(CNc2cnccn2)s1,-5.7%,-5.2%,-2.0%,6.9%,i,
O=C(O)CN1C(=O)SC(Nc2ccccc2C(=O)O)C1=O (centres undefined),-6.0%,10.1%,7.0%,-1.3%,0.7%,
N#Cc1c(SCC(N)=O)nc2c(c1-c1ccc(O)cc1)CCCC2,-2.4%,-1.5%,7.0%,-3.5%,1.3%,
COc1ccc(S(=O)(=O)N2CCNCC2)cc1,-1.2%,-0.1%,-20.7%,-3.6%,i,
Cc1ccc(C2CCN(C(=S)NC(C)C)C2)cc1 (centres undefined),-23.9%,-11.0%,45.1%,4.3%,4.8%,
Brc1cccc(CNCc2ccncc2)c1,-10.1%,20.1%,11.0%,4.7%,i,
COCCN(Cc1nnc(-c2cccs2)o1)C(=O)c1cccc(S(=O)(=O)N2CCOCC2)c1,·,-9.3%,3.4%,6.8%,1.0%,
COc1ccc(N2C(=O)Cc3c2nc(N)c(C#N)c3N)cc1,2.7%,11.3%,12.3%,3.7%,1.9%,
O=Cc1c(Nc2ccccc2Cl)nc2ccccn2c1=O,5.3%,-2.1%,60.7%,-8.7%,i,
CC(C)[C@H](NC(=O)c1ccccc1)C(=O)OCC(=O)NCCc1ccc(F)cc1,-5.0%,1.6%,5.2%,-6.6%,0.1%,
CCCCC(=O)Nc1ccc(C(=O)NNC(=S)NC(=O)c2cccs2)cc1,-4.6%,-8.5%,79.3%,?,3.8%,

# No new results follow: an excerpt of the list.
SMILES,Salmonella PhoP GFP,influenza NS1A,M. tuberculosis,H37Rv inhibition,VEEV TC-83 Vero,others
COCCN(Cc1nnc(-c2cccs2)o1)C(=O)c1cccc(S(=O)(=O)N2CCOCC2)c1,·,-9.3%,3.4%,6.8%,1.0%,
COc1ccc(N2C(=O)Cc3c2nc(N)c(C#N)c3N)cc1,2.7%,11.3%,12.3%,3.7%,1.9%,
O=Cc1c(Nc2ccccc2Cl)nc2ccccn2c1=O,5.3%,-2.1%,60.7%,-8.7%,i,
CC(C)[C@H](NC(=O)c1ccccc1)C(=O)OCC(=O)NCCc1ccc(F)cc1,-5.0%,1.6%,5.2%,-6.6%,0.1%,
CCCCC(=O)Nc1ccc(C(=O)NNC(=S)NC(=O)c2cccs2)cc1,-4.6%,-8.5%,79.3%,?,3.8%,

# Next section.
SMILES,Salmonella PhoP GFP,influenza NS1A,M. tuberculosis,H37Rv inhibition,VEEV TC-83 Vero,others
CN(CC(=O)Nc1cccc(F)c1)CC(=O)Nc1cccc(S(=O)(=O)N2CCCCCC2)c1,-19.3%,6.9%,6.9%,-5.3%,3.0%,
Cc1cccc(NC(=O)COC(=O)CSc2ccccc2)c1C,·,-9.1%,25.9%,-3.8%,2.5%,
COc1ccccc1C(=O)N/N=C/C(C)=C/c1ccccc1,-9.9%,-3.9%,64.9%,4.7%,5.4%,
Cc1ccc2ccc(C(Nc3cccc(C(F)(F)F)c3)c3cccnc3)c(O)c2n1 (centres undefined),-4.8%,11.9%,10.6%,2.9%,1.3%,
Cc1nn(C)c(C)c1NC(=O)CCl,-2.3%,-3.6%,-5.5%,6.9%,4.4%,
COc1ccc(NC(=O)Nc2ccc(OC)cc2)cc1,3.2%,4.6%,8.0%,-6.9%,0.5%,
CSc1cccc(NC(=O)OC2CCCCCCCCCCC2)c1,-10.2%,2.8%,6.8%,8.6%,1.6%,
C#CCNC(=O)C1=C[C@@H](C(C)(C)C)C[C@@H](OCc2ccc(CO)cc2)O1,2.7%,7.5%,5.6%,10.4%,1.0%,
CSc1ccc(/C=C/C(=O)c2ccc(NC(=O)C(C)C)cc2)cc1,1.3%,1.9%,?,?,3.6%,
CC[C@@H](C(=O)[C@@H](C)[C@@H](O)[C@H](C)CCc1ccc(C)c(O)c1C(=O)O)[C@H]1O[C@](CC)([C@H]2CC[C@](O)(CC)[C@H](C)O2)C[C@@H]1C,-5.3%,-5.7%,?,?,?,
Cc1cc(C)c(C#N)c(SC(C(=O)NC(C)(C)C)c2ccccc2)n1 (centres undefined),-5.2%,1.6%,-13.6%,6.3%,i,
COc1ccc(CCNC(=O)c2ccc(OCC(=O)N3CCOCC3)c(OC)c2)cc1OC,2.3%,1.2%,-1.8%,1.1%,1.2%,
COc1ccc(N2CCN(S(=O)(=O)CCNC(=O)COc3ccccc3C)CC2)cc1,-8.0%,1.8%,4.0%,40.3%,1.1%,
O=C(Nc1ccc(N2CCCCC2)cc1)c1ccccc1,-7.4%,9.2%,0.9%,1.3%,0.2%,
CCCC(=O)Nc1nc(C)c(-c2csc(Nc3ccccc3C)n2)s1,-8.6%,5.0%,4.8%,-5.6%,1.7%,VEEV TC-83 Vero 10K pilot screen=4.3
NC(=O)CC(NC(=O)c1ccccc1)c1ccc(N2CCC(N3CCCC3)CC2)c([N+](=O)[O-])c1 (centres undefined),-4.5%,-10.8%,-2.6%,-8.7%,0.0%,
O=C(NC(Cc1c[nH]c2ccccc12)C(=O)N1CCOCC1)c1cccs1 (centres undefined),4.8%,-4.2%,0.0%,-11.7%,1.6%,
N#Cc1ccc(-c2ccc(F)cc2)nc1Sc1ccc(F)cc1,-10.2%,-4.0%,4.2%,-3.9%,1.2%,
COC(=O)COc1cccc2c(=O)n(CC(=O)NCCc3ccccc3)ccc12,-1.4%,-19.1%,-7.5%,-7.3%,0.7%,
Cc1nnc(N(C)C(=O)c2ccncc2)s1,7.3%,-9.7%,0.2%,-1.8%,1.4%,
COc1ccc(CN2C(=O)c3ccccc3C2=O)cc1C(=O)Nc1ccc(C)cc1C,1.6%,-5.3%,-7.1%,2.2%,1.1%,VEEV TC-83 Vero 10K pilot screen=0.4
CC(C)N1CCC(NC(=O)Nc2ccccc2)CC1,-7.8%,8.8%,-7.0%,-1.8%,0.3%,
CCn1cc(C(=O)NCCC(=O)OC)c(=O)c2cc3c(cc21)OCO3,2.1%,-22.6%,-11.2%,7.8%,2.2%,
CN1CCCN(C(=O)c2cc3c(s2)CCCC3)CC1,1.9%,-5.3%,0.2%,-21.1%,0.1%,
O=C(CCl)Nc1sccc1C(=O)c1ccccc1,2.1%,0.1%,?,<0.2µM*,11.2%,
O=C(CCc1nc(-c2ccc(F)cc2)no1)Nc1cccc(C(=O)NC2CC2)c1,·,-10.5%,17.5%,-8.7%,6.5%,
CCN(C(=O)CSc1nnc(COc2ccccc2F)n1N)C1CCS(=O)(=O)C1 (centres undefined),-13.4%,-8.6%,5.9%,-14.4%,2.0%,
CC(C)(Oc1ccc(Br)cc1)C(=O)N1CCc2ccccc21,-5.1%,-2.0%,6.4%,-1.6%,i,
CCN(CC)S(=O)(=O)c1ccc(/C=C/C(=O)OCC(=O)NCc2cccs2)cc1,·,-10.5%,76.1%,19.0%,0.6%,
CC1Cc2ccccc2N1C(=O)COC(=O)c1ccccc1NCCO (centres undefined),0.2%,-3.1%,8.0%,7.4%,11.0%,

# Compound activity (PubChem BioAssay)
